# From PubChem BioAssay
# sdo1 growth – compounds rescuing growth of sdo1-depleted yeast, bone marrow failure model | z-score at 10 µM | actives 0.21% (n = 140,000) | AID 817 | S. cerevisiae sdo1-depleted JHY4D growth rescue, OD600 30 h; hits give high values; pdr5 snq2 efflux-pump mutant strain;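 active means z-score above 3 at both the 24 hr and the 30 hr optical density reads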;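 further: z-score against mean and SD of all compound wells on the same plate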
# Insulin prom inh – TRM-6 insulin promoter activity inhibition | TRM-6 cells (human fetal islet line), insulin promoter-eGFP reporter, imaging; reporter expression induced with tamoxifen | inhibition, % at 2 µM | actives 0.9% (n = 130,000) | AID 1273;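 active means inhibition above the mean plus 3 SD, with well images judged a real hit on visual review, cut at about 60% in these data, passing the limit was not always enough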
# sdo1 growth Rescue 24 h – further read-out of sdo1 growth, marked with its call; z-score; S. cerevisiae sdo1-depleted JHY4D growth rescue, OD600; measured here: growth rescue at 24 h;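 0 is the plate mean of compound wells and units are plate SD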
# * marks the source's active call; other numbers are inactive results; . = no result given; [ ] = dose if it differs, or a comment. Only part of the results is shown; count on the stated rates, not on these rows.
molecule,sdo1 growth,Insulin prom inh,sdo1 growth Rescue 24 h
COc1ccc(-c2cc(C(F)(F)F)n3ncc(C(=O)Nc4c(C)n(C)n(-c5ccccc5)c4=O)c3n2)cc1,.,41,.
CC1CCCC/C1=N\Nc1ccc(S(N)(=O)=O)cc1[N+](=O)[O-] (stereo not given),-0.63,-15,-0.83
O=C(c1cc(-c2ccccc2O)on1)N1CCc2ccccc2C1,-1.8,.,-0.8
O=C(Nc1ccc(O)c(-c2nc3ccccc3s2)c1)c1cc(=O)c2ccccc2o1,0.84,-24,1.1
Cc1cc(Br)ccc1NC(=O)C1CCCO1 (stereo not given),0.71,-150,-0.35
O=C(NCc1ccc(F)cc1)c1cccc(S(=O)(=O)N2CCCC2)c1,-0.07,-64,-0.22
COC(=O)c1ccc(C2CC(=O)Nc3cc(OC)c(OC)c(OC)c32)cc1 (stereo not given),0.08,56,-0.52
CCc1nnc(NC(=O)C=C(C)C)s1,1.4,-119,0.78
CN(C)CC(C)(C)CNC(=O)c1cc(Br)cc(Br)c1O,.,13,.
CSC1=N/C(=C\c2c(F)cccc2Cl)C(=O)S1,-0.41,42,-0.98
CC(=O)Nc1cccc(Oc2cc(C#N)c(C#N)cc2N2CCCCCC2)c1,-0.7,26,-0.6
CCCS(=O)(=O)c1c(S(=O)(=O)CCC)c2c(N)cccn2c1C(=O)c1ccc(Br)cc1,-1.3,-190,0.13
COc1ccc(C(=O)N2CCCC2)cc1,-0.43,9,-0.82
Cc1ccc(OC(=O)c2ccccc2C(=O)OCC(F)(F)C(F)F)cc1,0.29,16,0.74
Cn1c(=O)cc(SCC(=O)NCCC2=CCCCC2)c2ccccc21,-0.72,21,-1.1
O=C(Nc1ccccc1Cl)NC1(C(=O)N2CCCC2)CCCCC1,-0.56,62,-1.2
N=C1C(c2ccccc2)=C(O)CN1c1ccccc1N1CCOCC1,-0.34,.,-0.56
Cc1ccc(-c2csc3nnc(SCC(=O)NCc4ccco4)n23)cc1,0.33,5,0.65
O=C(NNC(=S)Nc1ccc(Br)cc1Cl)c1ccco1,0.87,.,0.32
CCC(Oc1ccc2c(=O)c(-c3ccccc3OC)coc2c1)C(=O)OCc1ccccc1 (stereo not given),0.45,30,0.18
O=C(O)c1cccc(CN2C(=O)SC(Nc3cccc4ccccc34)C2=O)c1 (stereo not given),.,32,.
CCc1nc(C)cn1S(=O)(=O)c1cc(C)c(OC)c(C)c1C,-0.6,9,-0.15
Nc1cccc(C2=Nc3cccc4cccc(c34)N2)c1,-0.2,.,0.56
CCN(CC)c1nc(C)nc2c1cnn2CCc1ccccc1,-0.23,9,-0.86
COc1ccc2[nH]cc(C(O)CN3CCC(C(N)=O)CC3)c2c1 (stereo not given),1.7,-2,2.7
CCOC(=O)c1oc2c(CN3CCN(C)CC3)c(O)ccc2c(=O)c1-c1ccccc1OC,0.3,.,-0.09
CCOC(=O)NC(c1ccccc1)C1CCCCC1=O (stereo not given),0,8,-0.33
COC(=O)N/N=C\C=C\c1ccc2c(c1)OCO2,-1.3[11.7 µM],.,-1.1
COc1ccccc1-c1nn2c(C3COc4ccccc4O3)nnc2s1 (stereo not given),-2.1,.,-1.7
Fc1cccc(Cn2ccc(-c3ccc4c(c3)OCO4)n2)c1,-0.74,.,-0.8
Cc1cc(NC(=O)C(C)C)ncc1NC(=O)c1cccc(F)c1,0.73,21,1
O=C(NN1CCOCC1)c1cc(-c2ccc(Br)s2)nc2ccccc12,.,18,.
O=C1c2cccc([N+](=O)[O-])c2C(=O)N1c1c[nH]c(=O)[nH]c1=O,.,14,.
Cc1cc(C)n(C(=O)c2c([N+](=O)[O-])c(C)nn2C)n1,0.44,-162,-0.03
Fc1cc(NCc2ccccc2)nc(NCc2ccccc2)n1,-1.8,7,-1.7
Cc1ccc(C)c(NC(=O)c2ccc3ccccc3n2)c1,-1.4,63,-0.69
COc1ccc(OC)c(C2N(c3cc(C)on3)C(=O)C3CCCN32)c1 (stereo not given),-0.16,36,-0.8
Cc1ccccc1C(=O)NC(=S)NCCN1CCOCC1,0.75,61,0.22
N#C/C(=C(/O)CSc1ncn[nH]1)c1nc2ccccc2[nH]1,.,-95,.
C=CCNC(=O)c1ccc(-c2nc(-c3ccc(Cl)cc3Cl)cs2)cc1,-1.7,-23,-1.1

# 6 compounds from above, limited to sdo1 growth Rescue 24 h:
molecule,sdo1 growth Rescue 24 h
COc1ccc2[nH]cc(C(O)CN3CCC(C(N)=O)CC3)c2c1 (stereo not given),2.7
CCOC(=O)c1oc2c(CN3CCN(C)CC3)c(O)ccc2c(=O)c1-c1ccccc1OC,-0.09
CCOC(=O)NC(c1ccccc1)C1CCCCC1=O (stereo not given),-0.33
COC(=O)N/N=C\C=C\c1ccc2c(c1)OCO2,-1.1
COc1ccccc1-c1nn2c(C3COc4ccccc4O3)nnc2s1 (stereo not given),-1.7
Fc1cccc(Cn2ccc(-c3ccc4c(c3)OCO4)n2)c1,-0.8

# Other entries.
molecule,sdo1 growth,Insulin prom inh,sdo1 growth Rescue 24 h
Cc1ccc(S(=O)(=O)NCC(=O)OCN2C(=O)c3ccccc3C2=O)cc1,0.05,43,-0.68
Cc1ccc2nc(-c3ccc(SCC(=O)N4CCc5ccccc54)nc3)[nH]c2c1,-1.8,-17,-0.85
CCn1c(=O)cc(OCC(=O)Nc2ccc(C)cn2)c2ccccc21,-0.9,.,-0.82
CCN(CC)S(=O)(=O)c1ccc(Oc2cccc(C(C)=O)c2)nc1,0.9,-71,0.78
CC(=O)Oc1cccc(N2C(=O)C3C4C=CC(C4=C(C)C)C3C2=O)c1 (stereo not given),0.24,23,0.2
COc1ccccc1C(=O)NC(CCSC)C(=O)NCC(c1ccco1)N(C)C (stereo not given),0.17,.,-0.11
CC(=O)Oc1ccc(C(C)=O)c2c1OCCO2,1.3,6,1.4
COc1ccc(SCc2noc(C(=O)NC(C)C)c2C(=O)O)cc1,-0.02[10.1 µM],57,-0.32
Cc1cc(C)c2c(N=NN(C)C)[nH]nc2n1,-0.52,-14,-0.53
COc1cc(OC)cc(-c2nc(-c3cc4cc(C)ccc4nc3OC)no2)c1,-1,.,0.12
Cc1ccc(NC(=O)CSc2nnc(CN3CCOCC3)n2-c2ccccc2)cc1,0.44,-48,0.15
Cc1ccc(C2CC2C(=O)NNC(=S)Nc2cccc(Cl)c2)cc1 (stereo not given),-1.7,23,-1.5
CC(=O)c1c(C)[nH]c(C(=O)CSc2nc3ccccc3c(=O)n2CCCN2CCOCC2)c1C,0.24,.,0.68
C=CCn1c(CSCc2ccc(C)cc2)nnc1SCC(=O)NCc1ccccc1,-0.48,-38,-0.42
Cc1ccc(C2CC(c3cccs3)=NN2C(=O)c2ccc(Br)o2)cc1 (stereo not given),-1,-4,0.12
CCOC(=O)C1C(=O)C=C(c2ccc(C)cc2)CC1c1ccco1 (stereo not given),-1.3,-32,-1.4
COc1ccc(C2CC(c3ccc(Cl)cc3Cl)Nc3nc(N)nn32)cc1OC (stereo not given),0.08,.,-0.55
CC(O)(CS(=O)(=O)Cc1ccccc1Cl)C(=O)Nc1cccc(C(F)(F)F)c1 (stereo not given),1,-75,0.91
O=C(COC(=O)C1CCN(S(=O)(=O)c2ccccc2)CC1)NC(=O)c1ccc(OC(F)F)cc1,-0.01,16,0.36
CCOc1c(Cl)cc(C2NC(=O)NC(C)=C2C(=O)NCc2ccccc2)cc1OC (stereo not given),0.37,7,0.23

# Gathered by group, the compounds so far with a cyano group
molecule,sdo1 growth,Insulin prom inh,sdo1 growth Rescue 24 h
CC(=O)Nc1cccc(Oc2cc(C#N)c(C#N)cc2N2CCCCCC2)c1,-0.7,26,-0.6
N#C/C(=C(/O)CSc1ncn[nH]1)c1nc2ccccc2[nH]1,.,-95,.

# Going on with the list.
molecule,sdo1 growth,Insulin prom inh,sdo1 growth Rescue 24 h
Cc1ccc(NC(=O)NC(=O)CSc2nnc(-c3ccc(OC(F)F)cc3)n2N)c(C)c1,0.18,.,0.61
COc1ccc(Nc2cc(=O)n(C3CCCCC3)c(=O)[nH]2)c(OC)c1,-0.47,36,-0.88
CSc1c(SCc2ccccc2)cnn(-c2ccccc2)c1=O,-1.5,29,-1
Cc1ccc(C2OCC3(CO)COC(c4ccc(C)cc4)N23)cc1 (stereo not given),-0.9,.,-1
COC(=O)CC1=NN(c2nc3ccccc3s2)C(=O)/C1=C/N(C)C,.,33,.
CCOP(=O)(OCC)c1nc(-c2ccccc2Cl)oc1N1CCOCC1,.,-10,.
O=C(O)c1cccc(NC(=S)NC(=O)C(c2ccccc2)c2ccccc2)c1,0.28,26,-0.35
CCn1c(SCC(=O)NCc2ccco2)nnc1-c1cccs1,1.7,38,4.1
Cc1ccccc1C(=O)Nc1ccc(Cl)cn1,-1.1,12,-1.1
CC1=N/C(=C/c2ccco2)C(=O)O1,.,0,.
COc1ccc(OC)c2c(C)cc(N3CCN(C(=O)c4ccc(C)cc4)CC3)nc12,.,27,.
O=C(O)Cc1ccc(-n2cccc2)cc1,.,9,.
O=C1c2ccccc2S(=O)(=O)N1Cc1cccc(S(=O)(=O)N2CCOCC2)c1,0.29,.,-0.15
CCCCCCCCOC(=O)C1=C(C)Nc2nnnn2C1c1cccs1 (stereo not given),-2.4,27,-1.6
COc1ccc(CCNS(=O)(=O)c2c(N)n(C)c(=O)n(C)c2=O)cc1OC,.,-67,.
Cc1cc(NC(=O)CSc2nnc(C)n2-c2ccccc2C)no1,.,-73,.
CN(CCC#N)C(=O)c1ccc(CNS(=O)(=O)c2ccc(F)cc2)cc1,0.46,.,0.35
CCOc1cc(/C=C2/C(=O)ON=C2C)ccc1OCc1ccc(F)cc1,-0.46,10,-0.58
COc1ccc(C2c3c(oc4ccccc4c3=O)C(=O)N2CCCN2CCOCC2)cc1 (stereo not given),.,28,.
CCNc1cc(S(=O)(=O)C(F)(F)F)ccc1N,0.35,33,0.8

# Retrieved by compound from above:
molecule,sdo1 growth,Insulin prom inh,sdo1 growth Rescue 24 h
O=C(O)Cc1ccc(-n2cccc2)cc1,.,9,.
CCOP(=O)(OCC)c1nc(-c2ccccc2Cl)oc1N1CCOCC1,.,-10,.

# Remaining list, next part
molecule,sdo1 growth,Insulin prom inh,sdo1 growth Rescue 24 h
Cc1ccc(OCCCCN2CCC(C)CC2)c(Br)c1,-1.5,-27,-0.42
CC(C)C(=O)NNS(=O)(=O)c1ccccc1[N+](=O)[O-],1.8,3,2.7
COC(=O)c1[nH]c2ccc(F)cc2c1NS(=O)(=O)c1ccc(F)c(C)c1,-1.2,-7,-0.75
COc1cc(C)nc(Oc2ccc(/C=N/O)cc2)n1,0.67,-16,-0.06
COc1cc(/C=N/N=C(/C(=O)c2ccccc2)c2ccccc2)cc(OC)c1O,-1.3,-32,-0.76
COc1ccc(C2NC(C(=O)O)CS2)cc1COCC(F)(F)F (stereo not given),0.42[13.3 µM],.,0.18
Cc1nnc(NC(=O)CSc2ccc(-c3ccco3)nn2)s1,.,58,.
CCC(C)(C)NC(=O)c1cc(OC)c(OC)cc1[N+](=O)[O-],0.04,28,0.21
CCc1nc(NCc2cccnc2)c2oc3ccccc3c2n1,-0.06,51,-1
Cc1ccc(NC(=O)CCNC(=O)c2ccc(Cl)cc2)cc1F,0.9,-85,1.5
CC12CCC(C(=O)Nc3ccccc3)(C(Br)C1=O)C2(C)C (stereo not given),1.1,.,0.57
CCN(CC)CCN(Cc1cc2ccc(C)cc2[nH]c1=O)C(=S)Nc1ccccc1C(=O)OC,.,19,.
Nc1cccc(CN2CCCC2)c1,.,26,.
Cc1ccccc1Nc1nnc(SCC(=O)NCc2ccco2)s1,0.33,29,-0.6
COCCOC(=O)c1c(C)oc2ccc(NS(=O)(=O)c3ccccc3)cc12,0.99,.,0.24
CCN(CC)CCNCC(O)(c1ccc(Cl)cc1)c1ccc(Cl)cc1,.,2,.
COCCNc1cc(C)c(C#N)c2nc3ccccc3n12,1.4,67,0.81
CCOC(=O)c1cc(NC(=O)N(CC)CC)c(C)nc1C,-0.06,-8,-0.15
Cn1c(CCNC(=O)c2ccco2)nc2cc(NC(=O)NC3CCCCC3)ccc21,0.19,.,-1
CC(C)(C)NC(=O)COC(=O)c1ccccc1OCC(=O)Nc1ccc(Br)cc1,-0.5,.,-0.58
C/C(=N\NC(=O)c1nn(C)c(C)c1Br)c1cccc(NC(=O)c2ccoc2C)c1,1,-8,2.1
CCN(CC)C(=O)CSc1nnc(-c2cnccn2)n1-c1ccccc1,0.34,8,-0.02
CCCc1cc(-c2nc(N)ncc2-c2csc(C)n2)c(O)cc1OC,.,28,.
CN(c1cccc(NC(=O)Nc2ccc(Cl)cc2)c1)S(C)(=O)=O,0.79,-3,1.6
CCOc1cc(CNc2cccc3ccccc23)cc(Br)c1OCC(=O)NC(C)(C)C,0.13,14,-0.42
O=C(CS(=O)(=O)c1cn(Cc2ccc(Cl)cc2)c2ccccc12)N1CCCC1,-1.1,.,-1.6
CCOC(=O)CNS(=O)(=O)c1ccc(S(=O)(=O)N2CCCC2)cc1,-0.13,-38,-0.51
COc1ccc(-c2csc(=Nc3ccccc3)n2CCO)cc1,-1,-19,-1.1
O=C(Nc1ccc(F)cc1F)c1cccn1-c1ncc(C(F)(F)F)cc1Cl,0.92,-31,0.55
